# KCC2 mod = modulators of human KCC2 chloride dependent transport | Q9H2X9 | KCC2 cells, thallium flux FluoZin-2 fluorescence | B-score of Tl+ flux slope (higher = more flux/activation; lower = inhibition) at 10 µM | actives 2.2% (n = 190,000) | AID 1456;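 active means thallium flux slope and its plate-corrected score both differing from the plate sample mean at a set confidence after two filtering rounds, in either direction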;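 further: slope of fluorescence scaled to starting intensity during 10 to 20 s after thallium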
# Target sequence (Q9H2X9 whole entry, looked up): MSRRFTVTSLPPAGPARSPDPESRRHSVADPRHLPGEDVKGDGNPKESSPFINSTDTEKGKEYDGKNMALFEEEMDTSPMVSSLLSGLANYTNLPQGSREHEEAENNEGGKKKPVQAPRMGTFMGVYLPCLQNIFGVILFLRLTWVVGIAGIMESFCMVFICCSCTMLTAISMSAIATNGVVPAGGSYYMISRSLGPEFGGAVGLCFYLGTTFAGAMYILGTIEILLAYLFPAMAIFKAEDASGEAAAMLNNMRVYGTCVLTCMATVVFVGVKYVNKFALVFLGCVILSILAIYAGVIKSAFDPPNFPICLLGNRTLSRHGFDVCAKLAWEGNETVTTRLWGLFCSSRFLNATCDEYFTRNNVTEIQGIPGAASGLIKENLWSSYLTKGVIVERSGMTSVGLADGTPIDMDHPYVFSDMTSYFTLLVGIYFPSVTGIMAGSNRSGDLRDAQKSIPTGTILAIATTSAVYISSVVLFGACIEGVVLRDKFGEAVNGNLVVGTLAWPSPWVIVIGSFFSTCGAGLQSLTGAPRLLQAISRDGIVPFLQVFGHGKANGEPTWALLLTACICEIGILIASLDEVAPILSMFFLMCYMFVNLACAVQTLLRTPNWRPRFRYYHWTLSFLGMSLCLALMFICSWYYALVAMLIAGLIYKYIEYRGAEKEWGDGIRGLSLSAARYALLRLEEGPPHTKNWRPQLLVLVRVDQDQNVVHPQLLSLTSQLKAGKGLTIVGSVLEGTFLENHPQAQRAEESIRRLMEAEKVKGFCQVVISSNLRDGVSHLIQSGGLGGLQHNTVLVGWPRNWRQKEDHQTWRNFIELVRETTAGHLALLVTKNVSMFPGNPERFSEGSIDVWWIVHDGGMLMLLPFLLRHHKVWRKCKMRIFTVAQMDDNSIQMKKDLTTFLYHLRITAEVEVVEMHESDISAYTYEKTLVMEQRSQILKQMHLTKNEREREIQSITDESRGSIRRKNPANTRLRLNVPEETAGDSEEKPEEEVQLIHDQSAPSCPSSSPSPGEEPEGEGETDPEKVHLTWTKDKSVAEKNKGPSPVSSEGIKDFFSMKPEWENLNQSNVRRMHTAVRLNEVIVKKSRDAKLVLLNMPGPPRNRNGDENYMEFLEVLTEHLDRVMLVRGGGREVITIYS
# TRPML3 ag = activates the human TRPML3 channel | actives 0.29% (n = 220,000) | activation, % at 3 µM | AID 1448 | HEK293 TRPML3-YFP, Fluo-8 calcium fluorescence; 100% = the carbachol control signal;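 active means activation above its plate's cutoff, the mean activation of the plate's test wells plus 3 SD, cut at about 12% in these data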;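 further: 0% = DMSO only wells and 100% = carbachol wells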
#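 system = HEK293 cells stably carrying human TRPML3-YFP | doses = one concentration, 3 µM nominal, 0.3% DMSO | timing = dye loading 1 h 37 °C then 30 min ambient, 125 s read | detection = Fluo-8 calcium dye fluorescence, ex 470-495, em 515-575 nm | benchmarks = high control carbachol 87 µM, low control DMSO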
# EBV gp42 inh = inhibitors of Epstein-Barr virus glycoprotein 42. Q1HVG2. Fluorescence polarization binding assay, mP read-out. inhibition, % (tested at 21.74 µM). actives 0.42% (n = 220,000); in the data active means inhibition above about 50%
# Thrombin inh = inhibitors of human thrombin | P00734 | alpha-thrombin, Boc-VPR-AMC fluorogenic substrate cleavage | inhibition, % at 5 µM | actives 0.26% (n = 220,000) | AID 1046;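 active means inhibition at or above 40%; inactive means inhibition below 40%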;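 further: 0% = enzyme with no compound and 100% = wells without enzyme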
#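 System: Human alpha-thrombin protein | Medium: pH 7.5 Tris (50 mM) with NaCl 150 mM, Tween 20 0.05% | Times: Enzyme reaction carried out at room temperature | Detection: AMC fluorescence, 355/460 nm | Evaluation: Percent inhibition scaled between no-compound controls and no-enzyme blanks | Benchmarks: Enzyme without compound as high, wells lacking enzyme as low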
# PPC-1+TRAIL kill = kills PPC-1 cancer cells in the presence of TRAIL; cell killing (% activity), % at 4 µM; actives 0.41% (n = 220,000); AID 1443; PPC-1 cells + TRAIL, ATPLite viability luminescence;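 active means cell killing above 50% in the first pass at 4 µM, then a duplicate retest at 5 µM averaging 50% or more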;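 further: plate controls were cells with TRAIL plus DMSO for no effect and medium-only wells lacking cells for full effect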
# zfTRPN1 agonist = activates the zebrafish TRPN1 channel. actives 0.18% (n = 220,000). HEK293 zebrafish TRPN1-YFP, Fluo-8 calcium fluorescence; 100% = response to 87 µM carbachol. AID 1424. activation, % at 3 µM;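 active means activation above its plate's cutoff, the mean activation of test wells on that plate plus 3 SD, cut at about 19% in these data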;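 further: 0% = DMSO alone and 100% = 87 µM carbachol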
#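 Control set: carbachol 87 µM as high control, DMSO as low control; system: HEK293 stable line with zebrafish TRPN1-YFP; read-out: % activation versus carbachol response; detection: intracellular calcium fluorescence with Fluo-8; doses: single test compound dose, 3 µM nominal, 0.3% DMSO; schedule: dye 1 h 37 °C plus 30 min RT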
# Furin inh = inhibitors of human furin. P09958. purified furin, fluorogenic substrate cleavage. inhibition, % at 30 µM. actives 0.061% (n = 220,000). AID 463115; in the data active means inhibition above about 25%; further: inactives centre near -15
# Calpain2 inh = inhibitors of pig calpain II; purified calpain II, fluorogenic peptide substrate, 30 min; inhibition, % at 16 µM; actives 0.37% (n = 220,000);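 active means inhibition above about 50%, limit read from the data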
# Tb hexokinase = T. brucei hexokinase 1 inhibition; recombinant TbHK1, G6PDH-coupled NADH A340; inhibition, % at 10 µM; actives 0.11% (n = 220,000);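 active means inhibition of 50% or more in the single-dose primary screen; inactive means inhibition below 50%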
# Active calls of the source: *; / = not tested or not shown; & = joins results of further samples; [ ] = another dose, or the depositor's remark.
SMILES,KCC2 mod,TRPML3 ag,EBV gp42 inh,Thrombin inh,PPC-1+TRAIL kill,zfTRPN1 agonist,Furin inh,Calpain2 inh,Tb hexokinase
CSc1nc2c(c(=O)[nH]1)C(c1cccc(Cl)c1)CC(=O)N2 (centres undefined),0.027,0.5,-10,-7,16,-0.1,-25,2,7
N#Cc1c(Cn2cncn2)nc(=O)n(-c2ccccc2)c1N,0.15,1.2,-5,1,-1,0.1,-25,-18,0
O=C(/C=C/c1ccccc1)CC(=O)c1ccccc1O,6.8*,0.1,-7,-5,-4,0.1,-6,-47,-11
CC(C)(C)c1cc(N)n(-c2ccc(C(=O)O)cc2)n1,0.0019,0.5,1,/,10,1.4,-6,24,5
CC(C)CN1C(=O)C(=Nc2cccnc2)c2ccccc21,-0.94,-1.4,-2,-2,8,0.6,-14,15,-2
O=C(COc1cccc2cccnc12)N/N=C1\SCC(=O)N1CCc1ccccc1,-1.5,1.1,-6,2,18,1.5,-32,13,-1
CC(=O)NCCC(=O)Nc1sc2c(c1-c1nc3ccccc3[nH]1)CCCC2,-0.77,0.1,-13,-5,16,-0.7,-2[20 µM],-23,-8
Cc1ccccc1NC(=S)N1CCN(Cc2ccccc2)CC1,-0.31,0.0,-1,23,10,0.2,-18,22,-6
COc1ccccc1NC(=O)C(Sc1ccccc1)c1ccccc1 (centres undefined),-0.54,0.8,5,9,-5,-0.1,-2,22,18
CCSC1=N/C(=C/c2ccsc2)C(=O)N1c1ccccc1,-4.7*,0.2,15,-5,4,-0.2,1,38,-7
COc1ccc(-c2csc(=Nc3c(C)n(C)n(-c4ccccc4)c3=O)n2C(C)(C)C)cc1,-0.36,1.2,1,-1,14,0.2,-3[20 µM],-50,-1
N#CCCN(CCC#N)S(=O)(=O)c1ccc(C(=O)Nc2nc(-c3ccccc3)c(C(=O)c3ccccc3)s2)cc1,-1.8,-0.2,-30,0,26,-1.0,-5,-72,-34
CC1(C)CC(=O)C2=C(C1)N(Cc1ccco1)C(=O)C2(NC(=O)C1CCCCC1)C(F)(F)F (centres undefined),-0.051,0.0,-8,-4,17,1.1,-11[20 µM],-41,-2
CCN(CC)CCNC(=O)c1sc2ncn(CC(=O)Nc3ccc(C)c(Cl)c3)c(=O)c2c1C,0.25,-1.2,-3,-6,12,-1.4,-5,7,4
O=C(CSc1nnc2ccccn12)NNC(=O)c1ccc(Br)cc1,-1.4,-0.5,-6,-2,-17,1.5,-25,6,-2
O=C(NC1CCCCC1)C(c1ccc2ncccc2c1)N(Cc1ccc(F)cc1)C(=O)c1ccc2c(c1)OCCO2 (centres undefined),-1.5,-0.5,6,-6,7,0.8,-18[20 µM],-101,-3
O=S(=O)(c1ccccc1)n1nc(-c2ccccc2)nc1NCc1ccco1,/,0.1,-11,2,13,-0.8,1,15,7
Cc1noc(C)c1S(=O)(=O)N1CCC(C(=O)N2CCN(C(=O)c3ccco3)CC2)CC1,/,1.0,-11,-5,-31,1.3,-10[20 µM],-28,-5
O=C(Nc1ccccc1)C1=C[C@@H](c2csc3ccccc23)C[C@@H](OCc2ccc(CO)cc2)O1,-0.4,1.1,-14,2,12,2.4,-34,-5,-11
S=c1sc2c(N3CCOCC3)ncnc2n1-c1ccccc1,/,-0.2,0,-1,25,0.9,-31,17,-39
Cc1ccc(S(=O)(=O)c2c(C)cc(C)nc2Oc2cccc(C(F)(F)F)c2)cc1,0.38,14*,-16,1,6,-0.2,-4[20 µM],20,0
CCN(CC)CCCNC(=O)C1CCN(C(=O)c2cc3sccc3n2Cc2ccc(F)cc2)CC1,-0.018,0.6,-1,-1,8,1.0,-22,5,6
O=C1NCC(O)=C1C=NC12CC3CC(CC(C3)C1)C2,0.78&-1.3,1.1&0.5,1&-15,-7&-2,-6&-1,0.3&-0.2,-30,-18&-18,-1&-2
COc1ccccc1NC(=O)Nc1ccc2c(c1)OCCO2,-0.34,-0.4,-7,-1,37,0.1,-24[20 µM],-13,8
COc1cccc(CNC2CCCC2)c1,0.84,0.9,-22,2,-3,0.8,-23,-15,2
CCOC(=O)C1(CCCc2ccccc2)CCN(C(=O)CCc2cnccn2)CC1,-1.6,0.6,8,-8,5,2.3,-11,3,3
Cc1ccc(C)c(NC(=O)CCC(=O)OC(C(=O)c2ccccc2)c2ccccc2)c1 (centres undefined),-0.45,0.4,2,-7,-10,-1.8,-22[20 µM],-8,-2
Cc1cc(C(=O)N[C@H](c2ccccc2)[C@@]2(C)C[C@@H]2[C@@H](C)C(=O)Nc2ccc3ccccc3c2)n(C)n1,-0.095,-1.1,-7,1,9,-1.8,-20,-42,-6
Cc1sc(NC(=O)COc2ccccc2)c(C#N)c1C,0.07,0.3,-5,-13,-20,-0.8,-23,-7,-5
C/C(=N\NC(=O)c1cccs1)c1cccnc1,1,0.6,-18,-3,29,0.7,-32,-8,2
CC(C)C(=O)NCCc1nc2ccccc2n1C,/,1.3,-17,1,31,1.1,-7[20 µM],-5,2
COc1ccccc1N1CCN(C(c2ccccc2Cl)c2nnnn2C(C)(C)C)CC1 (centres undefined),-1.5,0.7,-10,-1,35,-0.3,-28,-1,-11
Cc1cc(NC(=O)CCC(=O)N(CCC(C)C)CC(=O)NCC2CCCO2)no1 (centres undefined),1.1,0.0,-12,1,4,0.5,-25,5,-5
CCC(=O)Nc1ccc(C(=O)Cn2ncc(Cl)c(Cl)c2=O)cc1,-1.7,-0.1,-11,-13,11,-0.8,-5,-12,2
Cc1ccc(C(=O)Nc2ccc(C(=O)N3CCCCC3)cc2)cc1,-0.67,0.1,1,-2,-2,-0.2,-17,-8,-4
COc1cc(OC)cc(C(=O)NC(=S)N2CCN(c3ccc(C(F)(F)F)cc3[N+](=O)[O-])CC2)c1,6.8*,0.3,-6,-3,5,-1.8,-9[20 µM],22,0
CCOC(=O)Cc1csc(NC(=O)NC2(C(F)(F)F)Oc3ccccc3O2)n1,/,0.8,12,-5,17,-1.0,-8[20 µM],-3,7
CCCc1cc(C(N)=O)c(NC(=O)c2ccco2)s1,/,0.5,3,-2,6,-0.9,-26[20 µM],7,-5
C=CCN1C(=O)C(Cc2ccc(OCC)cc2)S/C1=N\N=C\c1cccs1 (centres undefined),-0.45,0.3,11,-4,17,0.1,6[20 µM],27,-10
NNC(=O)CNc1cccc(Cl)c1,0.49,0.4,-13,-5,17,2.1,-30,-30,-2

# Of the compounds above, these have an aryl thioether with sulfur outside any ring:
SMILES,KCC2 mod,TRPML3 ag,EBV gp42 inh,Thrombin inh,PPC-1+TRAIL kill,zfTRPN1 agonist,Furin inh,Calpain2 inh,Tb hexokinase
CSc1nc2c(c(=O)[nH]1)C(c1cccc(Cl)c1)CC(=O)N2 (centres undefined),0.027,0.5,-10,-7,16,-0.1,-25,2,7
COc1ccccc1NC(=O)C(Sc1ccccc1)c1ccccc1 (centres undefined),-0.54,0.8,5,9,-5,-0.1,-2,22,18
O=C(CSc1nnc2ccccn12)NNC(=O)c1ccc(Br)cc1,-1.4,-0.5,-6,-2,-17,1.5,-25,6,-2

# Remaining list, next part
SMILES,KCC2 mod,TRPML3 ag,EBV gp42 inh,Thrombin inh,PPC-1+TRAIL kill,zfTRPN1 agonist,Furin inh,Calpain2 inh,Tb hexokinase
O=C(CSc1nnc(-c2ccc(Cl)cc2)n1-c1ccc(Cl)cc1)N/N=C/c1ccco1,-0.23,-0.1,-155,-2,15,-1.8,-18,1,-1
Cn1nc(C(C)(C)C)cc1NC(=O)Nc1ccc(F)cc1F,-1,0.3,4,-12,9,1.0,-19,23,-6
COc1ccc(C2COC(=O)C2=N)c(NC(=O)c2ccccc2)c1 (centres undefined),0.0069,-0.1,-13,-2,1,0.0,-12,-27,15
COc1cccc2c1OC1(C)CC2NC(=O)N1c1cccc(C(=O)N2CCN(c3ccccn3)CC2)c1 (centres undefined),/,0.1,-18,3,-10,1.1,-19[20 µM],-9,-2
COC(=O)[C@H](C)NC(=O)Nc1ccc(Oc2ccccc2)cc1,1.5,0.2,-12,-3,16,0.6,-19,6,0
COc1cccc(N2CCN(c3c(C#N)c(C(F)(F)F)nn3C)CC2)c1,0.83,0.7,-11,5,2,2.3,-11[20 µM],19,-1
CCCn1c(=S)[nH]c2cc(C(=O)N3CCN(c4ccccc4OC)CC3)ccc2c1=O,0.83,0.6,-3,-1,8,-0.6,-25[20 µM],-12,6
Cc1ccc(Cn2nnc3c(=O)[nH]c(C4CCN(C(=O)Cc5cccs5)CC4)nc32)cc1,/,0.4,-6,-3,-13,0.2,-3,4,-5
CN(C)/C(=N\OC(=O)c1ccccc1)c1nonc1N,-0.1,0.1,6,4,-3,1.6,-6,-16,28
CN1CCN(NC(=S)Nc2ccccc2)CC1,1.2,0.9,-19,13,12,1.3,-24,11,-1
Cc1occc1C(=O)N1CCN(S(C)(=O)=O)CC1,1,0.0,-16,-9,43,0.5,-14[20 µM],-3,2
COc1ccc(C)cc1S(=O)(=O)N(C)CC(=O)N1CCCCCC1,-0.32,0.2,-16,0,7,0.7,-9[20 µM],-5,3
Cc1ccc(S(=O)(=O)N2CCC(C(=O)NNC(=O)c3ccccc3)CC2)cc1,0.15,-0.9,-8,-8,0,-0.6,-27,-19,0
Cc1nc(N)sc1C(=O)N/N=C/c1ccc([N+](=O)[O-])cc1,0.9,0.3,4,-12,4,-0.3,-9,4,-30
O=C(Nc1ccc(F)cc1)c1oc2ccccc2c1NC(=O)C1CCCC1,/,1.4,5,-5,10,-0.2,-21,9,3
CCOC(=O)C1=C(C)N(C)C(C)=C(C(=O)OCC)C1c1ccc(Cl)cc1,0,-1.4,-11,-1,26,-2.3,-21,22,-8
CCCCCCCC(=O)N/N=C(/C)c1c(O)cc(C)oc1=O,-0.6,0.2,-1,-2,-3,-0.4,-6[20 µM],-12,-8
COC(=O)CSc1nc2ncc(Cl)cc2[nH]1,0.58,0.4,-20,-4,5,-0.8,-27[20 µM],-16,-3

# Part of the list above, with bars between the fields:
mol | KCC2 mod | TRPML3 ag | EBV gp42 inh | Thrombin inh | PPC-1+TRAIL kill | zfTRPN1 agonist | Furin inh | Calpain2 inh | Tb hexokinase
CCCn1c(=S)[nH]c2cc(C(=O)N3CCN(c4ccccc4OC)CC3)ccc2c1=O | 0.83 | 0.6 | -3 | -1 | 8 | -0.6 | -25[20 µM] | -12 | 6
Cc1ccc(Cn2nnc3c(=O)[nH]c(C4CCN(C(=O)Cc5cccs5)CC4)nc32)cc1 | / | 0.4 | -6 | -3 | -13 | 0.2 | -3 | 4 | -5

# Screens from PubChem BioAssay.
